Bioassay records (PubChem)
HSF1 inhib – HSF1 inhibitors in luciferase reporter cells, primary screen, cell-based, NIH3T3, luminescence. NIH3T3-HGL HSE-luciferase, MG132-induced, luminescence 8 h; active compounds read low. activity change, negative = inhibition, % at 7.5 µM (by protocol). 0.77% of 300,000 active. AID 2098, 2009;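 active = more than half of replicate wells show activity change below -50%, luminescence cut by over half; inconclusive = some wells, but at most half, below -50%; inactive = no replicate well below -50%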;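 also: luciferase reports HSF-1 transcriptional activity via heat shock element; 0% = median of DMSO wells and -100% = zero luminescence signal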
Dyrk1A ADPGlo – rat Dyrk1A kinase inhibitors, primary screen, biochemical, single point, plate reader; Dual specificity tyrosine-phosphorylation-regulated kinase 1A (Rattus norvegicus), Q63470; ADP-Glo luminescence, NFATc1 peptide; inhibition, % at 12.5 µM; 0.43% of 310,000 active; in the data active = inhibition above about 50%;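 also: plate controls were vehicle with enzyme for no effect and no enzyme for full effect; many of its hits are not listed in these tables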
aSyn UTR inh – MLPCN primary screen, SNCA 5' untranslated region; inhibition, % (tested at 7.5 µM); alpha-synuclein 5'UTR reporter, inhibitor activity; 0.82% of 300,000 active; in the data active = inhibition above about 60%; inconclusive = no clear call, values can overlap the other calls;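 also: H4 neuroglioblastoma cells stably carrying SNCA 5'UTR luciferase fusion; 0% = DMSO wells and 100% = positive control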
HSF1 activator – HSF-1 activators, primary screen, NIH3T3-HGL cells, MG132 stress, luminescence, single point; NIH3T3-HGL HSF-1 luciferase reporter, 8 h; 100% = twice DMSO control signal; activation, % at 9 µM; 1.7% of 300,000 active; AID 504408, 2011;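 active = mean replicate activation of at least 50% with a set share of replicates each reaching 50%; inconclusive = only one of those two conditions met; inactive = mean below 50% and too few replicates reaching it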;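 also: 0% = median of the neutral control wells and 100% = twice that signal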
GSK3A inh – blockers of GSK3A enzyme activity – biochemical, luminescence, cell-free homogeneous, HTS, primary screen; Glycogen synthase kinase-3 alpha (Homo sapiens), P49840; GSK-3 alpha kinase, ADP-Glo luminescence, 60 min; inhibition, % at 10 µM; 0.1% of 320,000 active; AID 2650, 2010;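 in the data active = inhibition above about 50%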;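 also: GST-tagged GSK-3 alpha with peptide substrate and 25 µM ATP; 0% = DMSO neutral wells and 100% = GW8510 positive control wells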
Target sequence (P49840 whole entry, looked up): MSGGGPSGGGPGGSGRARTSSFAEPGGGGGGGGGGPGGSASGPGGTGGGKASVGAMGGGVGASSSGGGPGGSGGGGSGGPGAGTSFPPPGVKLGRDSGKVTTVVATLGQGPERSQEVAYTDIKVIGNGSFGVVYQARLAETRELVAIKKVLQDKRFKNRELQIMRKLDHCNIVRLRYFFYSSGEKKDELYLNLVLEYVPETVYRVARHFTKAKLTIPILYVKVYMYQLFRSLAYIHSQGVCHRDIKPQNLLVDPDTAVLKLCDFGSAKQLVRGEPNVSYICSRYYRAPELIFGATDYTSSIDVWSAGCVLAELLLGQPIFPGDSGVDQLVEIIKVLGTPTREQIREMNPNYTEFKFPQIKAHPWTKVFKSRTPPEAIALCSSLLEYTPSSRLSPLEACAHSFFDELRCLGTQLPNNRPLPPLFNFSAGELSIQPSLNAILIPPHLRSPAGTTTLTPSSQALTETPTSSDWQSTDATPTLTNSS
Platelet DG rel – inhibitors of platelet dense granule secretion, primary screen, cell-based, MLPCN, human platelets; 0.22% of 300,000 active; inhibition, %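 (compounds screened at 7.5 µM in platelet-rich plasma)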; human platelet-rich plasma, SFLLRN dense granule ATP release, luminescence;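 active = mean replicate score, as percent of positive control, at or above 50; inconclusive = mean below 50 but at least one replicate at or above 50; inactive = mean and every replicate below 50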
GSK3B inh – human GSK3beta kinase inhibitors, primary screen, biochemical, cell-free homogeneous, HTS; Glycogen synthase kinase-3 beta (Homo sapiens), P49841; GST-GSK3beta kinase, ADP-Glo luminescence, 60 min; active compounds read low; activity score (negative = inhibition), % at 10 µM; 0.038% of 300,000 active;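 active = more than half of replicate wells score below -50%, meaning over 50% inhibition versus plate controls; inconclusive = some replicates but at most half score below -50%; inactive = no replicate scores below -50%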;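 also: 0% = median DMSO wells and -100% = median GW8510 positive control wells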
Target sequence (P49841 whole entry, looked up): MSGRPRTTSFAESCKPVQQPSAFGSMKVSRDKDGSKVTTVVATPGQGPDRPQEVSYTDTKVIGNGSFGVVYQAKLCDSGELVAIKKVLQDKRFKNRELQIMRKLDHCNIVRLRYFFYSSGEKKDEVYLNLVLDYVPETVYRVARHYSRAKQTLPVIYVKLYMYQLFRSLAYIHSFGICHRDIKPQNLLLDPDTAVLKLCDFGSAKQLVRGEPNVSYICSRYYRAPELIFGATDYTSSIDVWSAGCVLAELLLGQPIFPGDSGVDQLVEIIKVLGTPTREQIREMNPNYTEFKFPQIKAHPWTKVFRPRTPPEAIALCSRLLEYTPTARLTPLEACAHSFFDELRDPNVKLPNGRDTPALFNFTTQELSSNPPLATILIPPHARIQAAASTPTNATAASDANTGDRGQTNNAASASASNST
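test system = GST-tagged human GSK3beta kinase, cell-free | reagent = 25 µM ATP with peptide substrate | dosing = one dose of 10 µM per compound | schedule = 60 min reaction, RT | detection = luminescent ADP-Glo measurement of ADP formed | control set = DMSO neutral wells and GW8510 at 20 µM as positive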
IEC-6 tox – cytotoxicity in IEC-6 intestinal epithelial cells, primary screen, cytotoxicity control for KLF5 inhibitor project, cell-based, luminescence; IEC-6 cytotoxicity, luminescence viability; inhibition, % at 5 µM; 0.78% of 290,000 active; AID 1825, 2009; in the data active = inhibition above about 22%;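 also: 0% = plate median of test compound wells and 100% = cytotoxic reference compound wells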
KLF5 inhibitor – KLF5 expression inhibitors, primary screen, DLD-1 cells, luminescence. DLD-1 KLF5 promoter-luciferase reporter. inhibition, % at 5 µM. 0.23% of 290,000 active;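 active = inhibition above a per-plate limit of that plate's mean compound inhibition plus 3 SD, cut at about 60% in these data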;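 also: 0% = DMSO wells and 100% = LY294002 at 200 µM; higher means less KLF5 promoter-driven luciferase light; inactives centre near -14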
HSP90 refold inh – HSP90 inhibitors, primary screen, cell lysate, luminescence. inhibition, % at 5.6 µM. Heat shock protein HSP 90 (rabbit reticulocyte lysate; luciferase refolding). 0.91% of 290,000 active. Rabbit reticulocyte lysate, luciferase refolding luminescence, 3 h;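 active = inhibition above the screen-wide mean plus 3 SD, computed separately per campaign, cut at about 16% in these data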;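 also: 0% = DMSO wells and 100% = 60 µM geldanamycin wells; inhibitors lower the luminescence because luciferase stays unfolded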
An asterisk follows results filed as active; ? = inconclusive; nt = no result given.

SMILES	HSF1 inhib	Dyrk1A ADPGlo	aSyn UTR inh	HSF1 activator	GSK3A inh	Platelet DG rel	GSK3B inh	IEC-6 tox	KLF5 inhibitor	HSP90 refold inh
CCN(CC)S(=O)(=O)c1cccc(C(=O)Nc2cc3oc4ccccc4c3cc2OC)c1	0	-13	5	13	-3	6	3	4	-11	-4
COc1cc(N2C(=O)NC3CC2(C)Oc2ccccc23)cc(OC)c1OC (stereo unspecified)	3	4	8	8	-1	12	-1	-1	-17	-2
O=C(CNS(=O)(=O)c1ccccc1)NCc1ccco1	-7	2	-6	22	-1	-2	-1	-3	-35	1
COc1ccc(NC(=O)C(C)N2c3cccc4cccc(c34)S2(=O)=O)cc1OC (stereo unspecified)	2	-3	42	1	0	7	1	2	-31	6
COC(=O)c1cn(C(=O)c2cccc(Br)c2)c2ccccc12	1	-2	-6	23	-2	8	3	1	-46	-2
Cc1ccc(-n2cc(CN3CCN(Cc4nccn4C)CC3)c(-c3cccc(C)c3)n2)cc1	28	9	-43	51*	-3	0	-1	6	-43	-1
CCCCCCSc1cc(-c2nc3cnccn3c2NCc2ccccc2)ccc1OC	0	3	8	-9	7	-1	0	nt	nt	nt
COc1ccc(C)c2sc(N(CCN(C)C)C(=O)c3cccc(N4C(=O)CCC4=O)c3)nc12	-1	-5	8	-2	1	5	1	nt	nt	nt
Nc1cc(=O)[nH]c(SCC(=O)Nc2ccc(Br)cc2)n1	-8	-6	31	-21	-2	-3	-2	7	-12	5
CN(C(=O)Cc1noc2ccccc12)c1ccccc1	4	-2	13	-10	-1	-3	-2	-1	-11	-1
O=C(CN1CCOCC1)N1CCc2ccccc2C(c2ccccc2)C1 (stereo unspecified)	nt	-5	30	nt	-4	-3	3	-6	1	-1
O=C(Cc1ccc(Cl)cc1)NNC(=S)NC(=O)c1cccnc1	11	1	3	38	4	-7	0	-4	-34	1
Cc1ccc(NC(=O)CSc2nnc(C3CC3)n2N)cc1S(=O)(=O)N1CCOCC1	-3	-8	25	15	0	-6	2	3	-8	1
Cn1c(-c2cccc(F)c2)nc2c1c(=O)[nH]c(=O)n2Cc1ccccc1	7	-6	7	22	0	-9	1	2	-5	-2
COc1ccc(C(=O)COC(=O)CCNS(=O)(=O)c2ccccc2)c(OC)c1	5	10	-3	23	0	6	1	nt	nt	nt
CCCn1c(N)c(N(CCOC)C(=O)c2cc(C)cc(C)c2)c(=O)[nH]c1=O	-11	-9	11	8	0	-4	3	0	-14	3
CCOC(=O)c1c(C)[nH]c(C(=O)COC(=O)COc2ccccc2C)c1C	0	-2	5	-6	0	-1	3	9	8	-2
c1ccc2oc(Cc3ccc(Cc4nc5ccccc5o4)cc3)nc2c1	23	-3	12	44	3	3	1	0	0	-1
CCC1S/C(=N/N=C/c2ccco2)N(Cc2ccccc2)C1=O (stereo unspecified)	13	nt	29	27	-6	15	-2	1	-13	-1
c1csc(-n2nc3ccccc3n2)c1	-3	-7	9	14	0	-2	0	-1	-26	-2
COC(=O)c1sccc1NC(=O)Cc1ccc(Br)cc1	3	0	7	22	1	1	1	4	0	6
CCOC(=O)N1CCN(Cc2nc3c(c(=O)n(C)c(=O)n3C)n2Cc2ccc(F)cc2)CC1	1	-2	9	-9	0	1	-1	-2	13	0
CC(C(O)c1cc(=O)c(OCc2ccccc2)co1)[N+](=O)[O-] (stereo unspecified)	13	-2	-17	17	-3	-3	0	nt	nt	nt
C=CCn1c(SCC(=O)Nc2sccc2C(N)=O)nc2ccccc2c1=O	17	2	-5	9	-1	-133	2	0	-5	-2
COc1ccccc1CCNC(=O)c1nc(-c2cccs2)no1	13	6	-93	27	-2	-5	1	-3	-55	0

Other entries.
SMILES	HSF1 inhib	Dyrk1A ADPGlo	aSyn UTR inh	HSF1 activator	GSK3A inh	Platelet DG rel	GSK3B inh	IEC-6 tox	KLF5 inhibitor	HSP90 refold inh
O=C(Nc1ccccn1)c1ccc2c(c1)OCCO2	7	6	1	14	-5	35	0	10	-81	10
NCCCC[C@H]1CN=C(N)N1CCC12CC3CC(CC(C3)C1)C2	-2	48	4	-4	5	2	-5	nt	nt	nt
O=C(CCc1ccc(S(=O)(=O)N2CCOCC2)cc1)NN=C1CCCCCCC1	6	-4	-6	-4	1	-6	-2	0	2	4
Cc1occc1-c1nnc(SCC(=O)N2CCOCC2)n1CC(C)C	-6	3	4	10	2	5	-8	-2	-21	1
O=c1cc(O)c2sc(Nc3cccc(C(F)(F)F)c3)nc2[nH]1	0	4	-23	8	3	-7	-4	-8	-11	-3
CCOC(=O)CN1C(c2ccc(O)cc2)Nc2ccc(Br)cc2C1c1ccccc1 (stereo unspecified)	16	-2	-8	26	1	-5	1	-4	-18	-3
CN1CCN(C(=O)/C(=C/c2cn(S(=O)(=O)N(C)C)c3ccccc23)NC(=O)c2ccccc2Cl)CC1	-2	-2	29	5	-13	-6	-21	-10	-22	-1
O=C(Cn1nnc2ccccc21)NNC(=O)c1ccccc1	-3	1	-6	15	-1	-3	3	-2	-16	0
COc1ccc(C)cc1NC(=O)NCc1ccc(F)cc1	0	-5	-12	9	-1	-3	2	-5	-20	-2
C=CC[n+]1c(-c2ccccc2)csc1NC(C)(C)C	-1	-8	-1	3	1	0	3	-2	10	3
Cc1cc(C)nc(SCC(=O)Nc2ccc(Br)cn2)n1	-1	2	1	-5	-3	15	-1	-3	-15	-1
Cc1c(C)n(Cc2ccccc2)c2ncnc(Cl)c12	-5	5	-5	10	0	-1	-2	3	-16	13
CCC1CN(C(=O)N2CCC(C(=O)Nc3ccccc3OC)CC2)c2ccccc2O1 (stereo unspecified)	4	0	21	4	0	-6	-8	-1	12	-3
COc1ccc(-c2ccc(CCC(=O)O)o2)cc1	2	-3	-21	15	-3	9	7	-5	-40	1
Cc1[nH]c2ccc(C(=O)NCCCN3CCN(C)CC3)cc2c1C	1	-1	-4	-9	4	-14	-5	7	-43	7
O=S(=O)(c1ccc(F)c2ccccc12)N1CCCCC1	0	-4	29	11	-2	-38	2	12	-8	3
CC(C)N1CSC(=S)N(Cc2ccccc2)C1	4	-6	-4	-3	-1	-2	-3	0	-4	-1
CCOc1ccc(CCNC(=O)Cn2nc(C)c3c(C)n(-c4ccccc4)nc3c2=O)cc1OCC	-9	-4	4	-4	-2	2	2	3	-14	3
CC(C)[C@H](NC(=O)[C@@H]1Cc2c([nH]c3ccccc23)C2c3ccccc3C(=O)N21)C(=O)N1CCC[C@@H]1C(=O)O (stereo partly specified)	3	7	-9	-4	-3	3	2	-1	5	-1
CCc1ccc(C(=O)CN2C(=O)C(C)N(c3ccc(C)cc3)C2=O)cc1 (stereo unspecified)	-2	24	6	-7	1	-5	-4	8	-12	-2
COc1cc2c(cc1NC(=O)CSc1nnnn1-c1ccccc1)oc1ccccc12	nt	-2	0	nt	1	0	0	-4	-2	-2
CC(C)(C)NC(=O)C1Cc2ccccc2CN1C(=O)Nc1ccccc1Cl (stereo unspecified)	-3	3	2	-6	1	-2	1	-6	-25	-1
Cc1ccc(N2C(=O)C3C4CC(=O)C(c5ccccc54)C3C2=O)cc1C (stereo unspecified)	-2	-5	10	-7	0	12	-1	1	-13	-2
Cc1cc(/C=C2\Cc3ccccc3C2=O)c(C)n1-c1ccccc1	-75*	3	?	-74	0	8	-3	14	-17	6
Cc1cc(NC(=O)CSc2nc3c(C)cccc3cc2C#N)no1	11	5	-209	25	-1	15	1	23*	7	0

The list continues:
SMILES	HSF1 inhib	Dyrk1A ADPGlo	aSyn UTR inh	HSF1 activator	GSK3A inh	Platelet DG rel	GSK3B inh	IEC-6 tox	KLF5 inhibitor	HSP90 refold inh
CC(C)(C)c1oc(C(=O)O)cc1CN1CCOCC1	-28	-6	-5	-44	0	-9	-4	0	-6	6
CCCCCc1nnc(NC(=O)c2ccc(=O)n(C)n2)s1	1	1	-16	-6	-2	2	5	4	-12	0
COc1cc2nc(Cl)nc(N3CCOCC3)c2cc1OC	5	-6	-6	6	0	-2	-24	-13	-25	-2
Cc1ccc(C)c(S(=O)(=O)N2CCCC2CNC(=O)C(=O)NCCc2ccccc2)c1 (stereo unspecified)	-8	7	13	-7	-2	6	2	nt	nt	nt
Cc1nn(C)cc1/C=C(/C#N)C(N)=O	-2	5	2	-3	1	-23	1	10	-7	-2
Cc1ccc(-c2nc(C)sc2CC(=O)Nc2cccc(C)c2C)cc1	1	-3	22	-18	-1	22	-1	-2	7	2
COc1ccc(/C=C/C(=O)Nc2ccc(OC)cc2[N+](=O)[O-])cc1	-4	1	-15	9	1	1	3	4	6	3
Fc1cccc(CN2CCCCCCC2)c1	-7	-4	-14	0	1	20	1	-8	-5	-4
Cc1ccc(NC(=S)NCc2ccco2)c(C)c1	21	8	-15	33	-15	1	-13	6	-22	3
CC(=O)Nc1ccc(NC(=O)C2CCCN2C(=O)Nc2ccc(F)cc2)cc1 (stereo unspecified)	-4	-7	-5	-2	-2	-6	0	4	3	-3
Nc1c(S(=O)(=O)c2ccccc2)c2nc3ccccc3nc2n1/N=C/c1cccc(O)c1	8	1	-8	26	-2	-5	1	2	-17	5
O=C(Cn1cnc2c(nnn2-c2cccc(F)c2)c1=O)Nc1ccc2c(c1)OCCO2	0	6	0	1	2	-19	-4	1	-9	-1
CCC(O)(CC)C(=O)NN(C(=O)Nc1csc2c1CCCC2)c1ccccc1	-4	0	-22	5	-2	8	2	3	3	7
CC(c1cccs1)N(Cc1ccco1)C(=S)Nc1ccccc1Cl (stereo unspecified)	7	-5	13	-3	0	1	2	-3	-13	-3
COc1cc2c(cc1OC)C1=CC(=O)C(=O)N1C(C)(C)C2	2	-1	14	-5	0	7	-4	0	-9	2
O=C(NCCc1c[nH]c2ccccc12)C(=O)NCC1OCCCN1S(=O)(=O)c1ccc(F)cc1 (stereo unspecified)	-10	-2	-1	3	0	-3	0	6	-24	1
CNCCCOc1ccc(C)cc1OC	4	-7	33	-9	1	-2	1	-4	3	8
COc1cc(C(=S)N2CCOCC2)cc(OC)c1OC(=O)c1ccc(C)cc1	3	nt	23	7	1	-1	-5	-5	-48	2
CCOc1ccc(-c2ccc(SCC(=O)Nc3nnc(CC)s3)nn2)cc1	nt	13	nt	nt	-2	nt	1	-1	-111	-6
CCNC(=O)CSc1nc2cc(S(=O)(=O)Nc3ccc(OC)cc3)ccc2o1	-7	-2	-2	-2	-2	-2	0	3	-39	2

These rows are one share of the data. The share of hits here may be higher or lower than overall.
